GBA activity up: glucocerebrosidase activity enhancement; P04062; 30,000 tested, 0.44% active; L444P Gaucher fibroblasts, 4-MU-glucoside fluorescence, 3 days; activation, % at 10 µM; AID 784; in the data active = activation above about 65%;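 also: 0% = vehicle wells and 100% = positive control wells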
Target sequence (P04062 whole entry L483P): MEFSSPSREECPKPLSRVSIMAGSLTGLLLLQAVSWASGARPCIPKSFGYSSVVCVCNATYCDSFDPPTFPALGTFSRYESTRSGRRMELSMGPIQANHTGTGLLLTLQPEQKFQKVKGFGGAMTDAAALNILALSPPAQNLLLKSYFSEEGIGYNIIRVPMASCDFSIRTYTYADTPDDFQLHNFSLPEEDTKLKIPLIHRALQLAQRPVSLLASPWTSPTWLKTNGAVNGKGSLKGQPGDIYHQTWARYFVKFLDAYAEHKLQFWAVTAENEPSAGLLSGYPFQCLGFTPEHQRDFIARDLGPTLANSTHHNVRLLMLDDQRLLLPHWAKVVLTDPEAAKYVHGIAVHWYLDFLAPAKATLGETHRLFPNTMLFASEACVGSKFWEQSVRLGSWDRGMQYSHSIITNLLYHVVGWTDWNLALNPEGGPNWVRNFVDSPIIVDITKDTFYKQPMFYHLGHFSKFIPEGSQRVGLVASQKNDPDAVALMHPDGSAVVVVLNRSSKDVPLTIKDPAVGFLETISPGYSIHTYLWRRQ
The depositor's hits bear a star. Some of the compounds tested; count on the stated rates, not on these rows.

| Molecule | GBA activity up |
| --- | --- |
| O=S(=O)(NCC1CCCO1)c1ccc2oc3ccc(S(=O)(=O)NCC4CCCO4)cc3c2c1 (stereo not given) | -13 |
| CCCCS(=O)CC(CS(=O)CCCC)OC(=O)c1ccc(C)cc1 (stereo not given) | -14 |
| CCCNC(=O)CCNC(=O)c1ccc(C(C)(C)C)cc1 | -3 |
| COc1ccc(-c2nsc3c(N4CCN(S(=O)(=O)c5ccccc5)CC4)ncnc23)cc1 | 0 |
| CC(C)(C)C1CCc2onc(C(=O)NC3CCCC3)c2C1 (stereo not given) | 11 |
| CC(=O)Nc1ccc(N2S(=O)(=O)c3ccccc3S2(=O)=O)cc1 | -21 |
| OC1(C(F)(F)F)CC(O)(C(F)(F)F)n2nc(-c3ccccc3)cc2N1 (stereo not given) | -31 |
| Cc1nnc(NC(=O)CCC(=O)N2CCN(CCc3ccccc3)CC2)s1 | -17 |
| O=C(Cc1c(F)cccc1Cl)Nc1ccncc1 | 1 |
| COc1ccccc1/C=c1\sc2nc(-c3ccco3)nn2c1=O | -13 |
| O=C(c1ccc(N2CCOCC2)cc1)c1cccs1 | -22 |
| O=C(Nc1ccc(Cl)c(Cl)c1)N1CCSC1c1ccco1 (stereo not given) | 11 |
| COc1cc(=O)[nH]c(SCc2c(F)c(F)c(F)c(F)c2F)n1 | -8 |
| CC(C)c1nnc(NC(=O)c2c(O)c3cccc4c3n(c2=O)CC4)s1 | -4 |
| CCOC(=O)N1CCN(c2cc(NCCC(=O)O)c3c4c(onc24)-c2ccccc2C3=O)CC1 | -5 |
| CCOC(=O)c1c(NC(=O)c2cccs2)sc2c1CCC2 | 4 |
| CCCCc1c(O)nc(SCC(=O)NCCc2ccc(OC)c(OC)c2)[nH]c1=O | 9 |
| COc1cc(-c2nnc(SCc3cc(=O)oc4cc(C)ccc34)o2)cc(OC)c1OC | -9 |
| COc1ccc(-c2nc(N3CCOCC3)nc3n[nH]c(N)c23)cc1 | -33 |
| Cc1ccc2cc3cc(C(=O)NCCC(C)C)oc3nc2c1 | -1 |
| CCCCCn1c(Br)nc2c1c(=O)n(CC(N)=O)c(=O)n2C | -16 |
| CCOC(=O)C1C(=O)NC(SCC(=O)Nc2nccs2)=C(C#N)C1c1ccccc1OCC (stereo not given) | -3 |
| Cc1cccc(-c2nsc(SCC(=O)Nc3cc(C)on3)n2)c1 | -52 |
| O=C(CN(C(=O)CCNC(=O)c1ccco1)c1ccccc1)NC1CCCC1 | -35 |
| COc1ccc(OC)c(CCNC(=O)CS(=O)(=O)Cc2nc(-c3ccc(C)cc3)oc2C)c1 | -35 |
| N#CCSc1nnc(COc2cccc3ccccc23)n1-c1ccccc1 | -20 |
| Cn1c(-c2ccc(N)cc2)nc2ccccc21 | -5 |
| O=C(NCc1cccnc1)c1ccccn1 | -6 |
| O=C(C1CCCN(S(=O)(=O)c2ccc(Cl)cc2)C1)N(Cc1cccs1)C1CC1 (stereo not given) | 22 |
| CN(C(=O)c1ccc(Cl)cc1)C1=CCCCC1CCC#N (stereo not given) | -34 |

As entered above.
GBA activity up, CC(C)(C)C1CCc2onc(C(=O)NC3CCCC3)c2C1 (stereo not given) : 11
GBA activity up, COc1ccc(OC)c(CCNC(=O)CS(=O)(=O)Cc2nc(-c3ccc(C)cc3)oc2C)c1 : -35
GBA activity up, CCCCc1c(O)nc(SCC(=O)NCCc2ccc(OC)c(OC)c2)[nH]c1=O : 9
GBA activity up, Cn1c(-c2ccc(N)cc2)nc2ccccc21 : -5
GBA activity up, COc1ccc(-c2nc(N3CCOCC3)nc3n[nH]c(N)c23)cc1 : -33

Next section:
| Molecule | GBA activity up |
| --- | --- |
| COCCCNC(=O)C1CCC(=O)N1Cc1ccccc1Cl (stereo not given) | -11 |
| CC1(C)Cc2c(C#N)c(N)n(-c3ccccc3)c(=O)c2CO1 | -8 |
| CCC(C)(C)NC(=O)CN(C(=O)c1snc(C(N)=O)c1N)c1ccc2c(c1)OCCO2 | 5 |
| c1ccc(-c2nnc(N3CCN(c4ccccn4)CC3)c3ccccc23)cc1 | 8 |
| COC(=O)c1ccccc1NC(=O)c1noc2c1CCC2 | 13 |
| CN(C)S(=O)(=O)c1ccc(C(=O)Nc2ccccc2C(=O)O)cc1 | -38 |
| Cc1nc(Nc2ccc(S(N)(=O)=O)cc2)oc1C | -1 |
| CCn1c(CSc2nnc(-c3ccc4c(c3)OCO4)o2)nc2cc(S(=O)(=O)N(C)C)ccc21 | -20 |
| COC(=O)c1ccccc1NC(=O)CN(CCc1ccccc1)S(C)(=O)=O | 9 |
| COc1ccccc1CNC(=O)CNC(=O)Cn1cnc2ccccc2c1=O | -35 |
| CCc1nnc(NC(=O)CSc2nnc(COc3ccccc3C)o2)s1 | -7 |
| CC(C)CN(C(=O)COC(=O)c1ccc2c(c1)NC(=O)CS2)C1CCS(=O)(=O)C1 (stereo not given) | -10 |
| CC(=O)Nc1ccc2oc(-c3cc(F)c(F)cc3Cl)nc2c1 | -5 |
| CCc1nnc(NC(=O)Cn2nnc(-c3ccccc3F)n2)s1 | -18 |
| O=S(=O)(c1cccs1)N1CCC(Cc2ccccc2)CC1 | -13 |
| CCCC(=O)Nc1ccc(C(=O)n2nnc3ccccc32)cc1 | -31 |
| COC(=O)C1=C2SC(C)C(=O)N2C(N)=C(C#N)C1c1ccc(OC)c(OC)c1 (stereo not given) | -5 |
| CCN=C1SC(C(=O)Nc2cccc(OCC)c2)CC(=O)N1CC (stereo not given) | 13 |
| Cc1cc(=O)[nH]c2n[nH]c(-c3ccccc3)c12 | 5 |
| Cc1cc(OCC(=O)O)c2ccccc2n1 | -5 |
| CCOc1ccc(-c2nnn(CC(=O)N3CCN(c4ccc(F)cc4)CC3)n2)cc1OCC | 16 |
| COc1cc(S(=O)(=O)N2CCC(N3CCCCC3)CC2)ccc1-n1cnnn1 | -13 |
| C=CCc1ccccc1OCC(O)CN1CCN(C(=O)OCC)CC1 (stereo not given) | -24 |
| COc1ccc(Cl)c(Cn2c(NCC(C)O)nc3c2c(=O)n(C)c(=O)n3C)c1 (stereo not given) | 25 |
| COCCN(CCOC)S(=O)(=O)c1ccc(C(=O)Nc2nnc(C)o2)cc1 | -9 |
| CCCCCCN1CC(O)=C(c2nc3ccccc3[nH]2)C1=N | -3 |
| CC(C)(C)C(=O)OCCn1c(=O)c2cc3c(=O)n(CCOC(=O)C(C)(C)C)c(=O)c3cc2c1=O | -10 |
| O=C(Nc1ccc(Cl)cc1)c1ccsn1 | -26 |
| Cn1c(=O)n(Cc2ccccc2)c(=O)c2c1nc1n2CCCN1Cc1ccccc1 | 9 |
| COC(=O)c1ccc(C(=O)OC)c(NC(=O)COc2ccccc2OC)c1 | 7 |

Entries shown so far that have a COOH group (3):
| Molecule | GBA activity up |
| --- | --- |
| CCOC(=O)N1CCN(c2cc(NCCC(=O)O)c3c4c(onc24)-c2ccccc2C3=O)CC1 | -5 |
| CN(C)S(=O)(=O)c1ccc(C(=O)Nc2ccccc2C(=O)O)cc1 | -38 |
| Cc1cc(OCC(=O)O)c2ccccc2n1 | -5 |

Carrying on.
| Molecule | GBA activity up |
| --- | --- |
| Cn1c(-c2ccc(F)cc2)cnc1SCC(=O)NCc1ccco1 | 5 |
| CCC/C(O)=C1\C(=O)CC(C)(C)CC1=NCCO | -19 |
| O=C(Nc1ccc(N2CCN(C(=O)c3ccccc3)CC2)c(Cl)c1)c1ccco1 | -2 |
| Cc1cc(N2CCC3(CC2)OCCO3)n2nc(C)c(-c3ccc(Cl)cc3)c2n1 | 18 |
| OCc1ccnc2c(O)cccc12 | -11 |
| CCOc1ccc(N=C2NC(=O)C(CC(=O)O)S2)cc1 (stereo not given) | 0 |
| Cc1cc(-c2nnco2)c(C)n1-c1ccccc1 | -4 |
| CCC(=O)Nc1ccc(-c2nc(-c3ccccc3)n(CC(=O)N3CCCCC3)n2)cc1 | 19 |
| COc1ccccc1NC(=O)Nc1ccc(Br)cn1 | 5 |
| CCC(CC)C(=O)Nc1nnc(SCC(=O)N2CCN(c3ccccc3OC)CC2)s1 | -18 |
| CCNc1nc(Oc2ccc(=O)n(C)n2)nc(N2CCOCC2)n1 | -20 |
| Cn1cc(-c2nc3ccccc3[nH]2)c2ccccc21 | -3 |
| CCOC(=O)N1CCN(S(=O)(=O)c2ccc(OCC(=O)OC)c(C)c2)CC1 | 0 |
| CCOC(=O)N1CCC2(CC1)C(C#N)=C(N)Oc1c2c(C)nn1-c1cccc(Cl)c1 | 74* |
| OCCN1CCN(C(c2cccs2)c2ccc3cccnc3c2O)CC1 (stereo not given) | 1 |
| C=CCN1CC(O)=C(c2ccccc2)C1=N | -41 |
| Cc1ccc(S(=O)(=O)N2CCCC2C(=O)Nc2nc3c(s2)CCCC3)cc1 (stereo not given) | -43 |
| Cc1ccc(NC(=O)c2oc3ccc(S(=O)(=O)N4CCOCC4)cc3c2C)cc1C | -8 |
| O=C(Nc1cccc(OC(=O)c2ccco2)c1)c1ccco1 | 6 |
| CCOc1ccc(OCC)c(NC(=O)CSc2nc3c(c(=O)n(C)c(=O)n3C)n2C(C)C)c1 | 14 |
| O=C(Nc1cccc2ccccc12)OC1C=CS(=O)(=O)C1 (stereo not given) | -2 |
| COc1ccc(C2c3c(oc4ccccc4c3=O)C(=O)N2CCN2CCOCC2)cc1OC (stereo not given) | 2 |
| O=C(Nc1nnc(SCc2ccccc2)s1)c1cccs1 | -10 |
| COC(=O)/C=C/S(=O)(=O)c1ccc(NC(C)=O)cc1 | -65 |
| CCNC(=O)Cn1cnc2c1c(=O)n(C)c(=O)n2C | -4 |
| COc1cc(-n2nc(C)c3c2OC(N)=C(C#N)C3c2ccccc2)c(Cl)c(Br)c1O (stereo not given) | -29 |
| Cc1cc(C)c2[nH]c(=O)c(CN(Cc3nnnn3C3CCCC3)C3CCCCC3)cc2c1 | 5 |
| CCN(CC)S(=O)(=O)c1ccc(S(=O)(=O)Nc2cc3c(cc2C(C)=O)OCO3)cc1 | -12 |
| O=CN(Cc1ccco1)C1(C(=O)NC2CCCCC2)CCCCC1 | -7 |
| CC(C)Cn1c(=O)c2c(c3ccccc31)OC(C)C(=O)N2 (stereo not given) | -13 |

(list continues)
Compound	GBA activity up
CC(C)OC(=O)c1c(NC(=O)CCn2nnc3ccccc32)sc2c1CCCC2	0
COCCN1C(=O)c2ccc(C(=O)NCc3cccnc3)cc2C1=O	-31
COc1ccc(OC)c(NC(=O)CSc2nnnn2-c2ccc3c(c2)OCO3)c1	-20
Cc1ccc2cc(C(c3nnnn3CC3CCCO3)N3CCc4ccccc4C3)c(=O)[nH]c2c1 (stereo not given)	-6
O=C(Nc1ccc(Cl)cc1)N(Cc1nnc2n1CCCCC2)c1ccccc1	-30
COCc1nnc(NC(=O)c2ccc(S(=O)(=O)N3CCCCCC3)cc2)o1	2
Cc1ccc(Cl)cc1N1CCN(C(c2cccnc2)c2nnnn2C2CCCCC2)CC1 (stereo not given)	-24
O=C(NC1CCSC1=O)c1cccc(C(=O)NC2CCSC2=O)c1 (stereo not given)	-10
CCOC(=O)c1c(C)[nH]c(C)c1C(=O)CSc1nnc(-c2cc(OC)c(OC)c(OC)c2)o1	-3
COc1ccc(/C(O)=C2/C(=O)C(=O)N(CCCC(=O)O)C2c2ccc(OC)c(OC)c2)cc1 (stereo not given)	-3
Cc1noc(C)c1CSc1nc2ccccc2n1C	-26
O=C(Oc1nsnc1N1CCCCC1)N1CCOCC1	4
Cc1cccc(Nc2nc(N)nc(CN3CCN(Cc4ccc5c(c4)OCO5)CC3)n2)c1	14
CSc1cccc(NC(=O)Cn2cccc2)c1	3
O=C(c1ccco1)N1CCN(c2c(-c3ccccc3)c3cc(Cl)ccc3[nH]c2=O)CC1	0
Cc1ccc(-c2cnc(NC(=O)CCC(=O)N3CCCCC3)n2C)cc1	6
Cc1cc(C(F)F)n2nc(C(=O)Nc3ccc(S(=O)(=O)N4CCCC4)cc3)nc2n1	-2
O=C1[C@@H]2Cc3ccccc3CN2C(=O)N1c1cccc(F)c1	-12
Cc1cccc(C)c1NC(=O)C(NC=O)c1ccc(N(C)C)cc1 (stereo not given)	-11
O=C(NCCc1cn2ccsc2n1)C1CCCCC1	11
OC(COCC1CC=CCC1)Cn1cnc2ccccc21 (stereo not given)	151*
CCOC(=O)N1CCN(C(=O)c2oc3ccc(S(=O)(=O)N4CCCCC4)cc3c2C)CC1	-20
COc1ccc(C2CC(c3cc(Br)ccc3F)n3nnnc3N2)cc1 (stereo not given)	-29
CCC1(CC)NC(=O)N(CC(=O)OCC(=O)Nc2cc(C)ccc2C)C1=O	-16
CC1(C)CC(=O)C2=C(C1)Nc1ccccc1NC2c1cccnc1 (stereo not given)	-4
CCc1cccc(NC(=O)c2snc3c(=O)[nH]cnc23)c1	1
Cc1cccc(-n2c(O)c(C=Nc3ccc4c(c3)OCO4)c3ccccc3c2=O)n1	-47
COc1cccc(NC(=O)CNC(=O)c2ccccc2)c1	-24
CCOc1ccccc1NC(=O)CC1Nc2cc(C)c(C)cc2NC1=O (stereo not given)	6
COc1ccc(-c2cc(-c3c(O)c(OC)c4occc4c3OC)[nH]n2)cc1OC	-13
CCC(=O)c1ccc(O)cc1	-21
Cc1ccccc1-n1c(SCc2cc(=O)n3ccccc3n2)nc2[nH]ncc2c1=O	-18
CC(=O)c1cccc(NC(=O)c2ccc(N(C)S(C)(=O)=O)cc2)c1	-1
CC1(C)SCC2C(=O)N3C(CSC3(C)C)C(=O)N21 (stereo not given)	-10
Cc1ccc(CSc2nnc(-c3cccs3)n2C)cc1	8
c1ccc(-n2nnnc2OCCOc2nnnn2-c2ccccc2)cc1	3
COc1cccc(NC(=O)Cc2nnc(SCCOc3ccccc3)n2C)c1	-7
CCCc1cc(=O)n2[nH]c(NCc3c(Cl)cccc3Cl)nc2n1	18
Cc1ccccc1Nc1nc(N)nc(CN2CCN(c3ccccn3)CC2)n1	-25
CCCc1ncc(C(O)c2cccc3ccccc23)n1C (stereo not given)	-12

6 neighbouring records out of the list so far, quoted:
Compound	GBA activity up
COc1ccc(-c2cc(-c3c(O)c(OC)c4occc4c3OC)[nH]n2)cc1OC	-13
CCC(=O)c1ccc(O)cc1	-21
Cc1ccccc1-n1c(SCc2cc(=O)n3ccccc3n2)nc2[nH]ncc2c1=O	-18
CC(=O)c1cccc(NC(=O)c2ccc(N(C)S(C)(=O)=O)cc2)c1	-1
CC1(C)SCC2C(=O)N3C(CSC3(C)C)C(=O)N21 (stereo not given)	-10
Cc1ccc(CSc2nnc(-c3cccs3)n2C)cc1	8

High-throughput results: PubChem, The Scripps Research Institute Molecular Screening Center
